mcGAS RapidFire – blocks mouse cGAS cGAMP production; Q8C6L5; recombinant mouse cGAS, cGAMP by RapidFire MS; inhibition, % at 12.5 µM; actives 0.18% (n = 130,000); AID 1259397;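 active means inhibition of cGAS enzyme activity at or above 60%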;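 further: enzyme stimulated by 45 bp dsDNA with ATP and GTP substrates; cGAMP share of summed cGAMP plus half ATP and half GTP signals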
Target sequence (Q8C6L5 whole entry, looked up): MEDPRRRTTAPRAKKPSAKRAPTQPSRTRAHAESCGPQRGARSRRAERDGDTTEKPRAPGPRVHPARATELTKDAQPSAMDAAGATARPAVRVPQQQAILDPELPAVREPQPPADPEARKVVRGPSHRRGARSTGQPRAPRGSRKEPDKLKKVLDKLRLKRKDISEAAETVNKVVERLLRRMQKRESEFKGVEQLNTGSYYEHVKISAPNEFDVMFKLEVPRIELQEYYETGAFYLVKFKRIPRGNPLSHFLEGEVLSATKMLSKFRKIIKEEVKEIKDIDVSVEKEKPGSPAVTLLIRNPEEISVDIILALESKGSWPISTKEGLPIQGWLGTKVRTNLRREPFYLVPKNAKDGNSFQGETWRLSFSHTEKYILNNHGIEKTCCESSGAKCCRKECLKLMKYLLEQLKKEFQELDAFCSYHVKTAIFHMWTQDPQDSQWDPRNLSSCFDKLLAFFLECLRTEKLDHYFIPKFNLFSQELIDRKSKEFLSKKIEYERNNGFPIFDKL
An asterisk follows results filed as active; & = joins results of further samples. This is a subset (hit frequency here may not be typical).

What do the screens show for `COCCn1c(SCC(=O)Nc2cccc(C)c2)nc2c(c1=O)SC(C)C2` (stereo not drawn)?
mcGAS RapidFire: -11

Results for Cc1ccc(S(=O)(=O)NC(=O)C2(C)CCN2C(=O)c2c(C)noc2C)cc1 (stereo not drawn) ?
mcGAS RapidFire: -19

How did CCc1cccc(OCC(=O)N2CCC(NS(=O)(=O)c3cccs3)CC2)c1 do in these assays?
mcGAS RapidFire: -1

Results for CCc1cc(=O)n2c(n1)SCC2CC(=O)Nc1ccon1 (stereo not drawn) ?
mcGAS RapidFire: -4

What do the screens show for `C=CCn1c(N)cc(=O)nc1SC(CC)C(=O)Nc1ccc(S(N)(=O)=O)cc1` (stereo not drawn)?
mcGAS RapidFire: -7

Results for Clc1ccc(CN2CCC(CCn3cccn3)CC2)s1 ?
mcGAS RapidFire: 6

How did O=C(Nc1cccc(-c2cc3ccccc3[nH]2)c1)C1CCN(C(=O)C2CCCO2)CC1 (stereo not drawn) do in these assays?
mcGAS RapidFire: -4&-2

Results for NC1=NC(=O)C(CC(=O)Nc2ccc(SC(F)(F)C(F)(F)C(F)(F)F)cc2)S1 (stereo not drawn) ?
mcGAS RapidFire: -8

What do the screens show for `O=C(CSc1nc2sc3c(c2c(=O)n1C1CCCC1)CCCC3)N1CCCC1`?
mcGAS RapidFire: -10

How did Cc1cc(NC(=O)Cn2nc(C(F)(F)F)c(Cl)c2C)no1 do in these assays?
mcGAS RapidFire: -4

How did Cc1nnc(SC(C)C(=O)N(C)C)n1C1CCCCC1 (stereo not drawn) do in these assays?
mcGAS RapidFire: -6

Results for COC(=O)Cc1cc(C2CCN(Cc3cccnc3OC)CC2)n[nH]1 ?
mcGAS RapidFire: -12

Part of the list above in order of length of the SMILES, ascending:
Results for Clc1ccc(CN2CCC(CCn3cccn3)CC2)s1 ?
mcGAS RapidFire: 6

Results for CCc1cc(=O)n2c(n1)SCC2CC(=O)Nc1ccon1 (stereo not drawn) ?
mcGAS RapidFire: -4

How did Cc1cc(NC(=O)Cn2nc(C(F)(F)F)c(Cl)c2C)no1 do in these assays?
mcGAS RapidFire: -4

What do the screens show for `C=CCn1c(N)cc(=O)nc1SC(CC)C(=O)Nc1ccc(S(N)(=O)=O)cc1` (stereo not drawn)?
mcGAS RapidFire: -7

Results for NC1=NC(=O)C(CC(=O)Nc2ccc(SC(F)(F)C(F)(F)C(F)(F)F)cc2)S1 (stereo not drawn) ?
mcGAS RapidFire: -8

Additional records.
How did COc1ccc(-c2ccc(C(=O)N3CCC(C(N)=O)C3)c(F)c2)cc1 (stereo not drawn) do in these assays?
mcGAS RapidFire: -3

What do the screens show for `CN(C1CCCCC1)S(=O)(=O)c1ccc2ccccc2c1`?
mcGAS RapidFire: -4

How did CN(CCSc1ccccc1)Cc1cc2n(n1)CCNC2 do in these assays?
mcGAS RapidFire: -12

How did O=C(CSc1nnc(C2CC2)n1C1CC1)NC(=O)NCC(F)(F)F do in these assays?
mcGAS RapidFire: -14

What do the screens show for `O=P1(NNC(=S)NCc2ccccc2)C=C(c2ccccc2)OC(c2ccccc2)=C1`?
mcGAS RapidFire: -6

What do the screens show for `CN1C(=O)c2ccc(NC(=O)c3cc(S(C)(=O)=O)ccc3Cl)cc2C1=O`?
mcGAS RapidFire: 6

Results for COc1cc(OC)c(OC)cc1CNC(=O)Nc1cc(C)on1 ?
mcGAS RapidFire: -5

Results for CCOC(=O)[C@]12C(=C(c3ccccc3)OC3OCCCC31)C(=O)C(=O)N2c1ccccc1 (stereo partly drawn) ?
mcGAS RapidFire: -7

How did N#Cc1cc(F)c(NC(=O)c2nsc(Cl)c2Cl)cc1F do in these assays?
mcGAS RapidFire: 1

How did CCC(N1C(=O)C2C3CCC(O3)C2C1=O)C12CC3CC(CC(C3)C1)C2 (stereo not drawn) do in these assays?
mcGAS RapidFire: -4

How did CCC(C)(O)CC(=O)N1CCC2(CC1)Nc1ccccc1C(=O)N2c1ccc(OC)cc1 (stereo not drawn) do in these assays?
mcGAS RapidFire: -4

How did Cc1cc(=O)[nH]c(SCC(=O)Nc2cc(C)on2)n1 do in these assays?
mcGAS RapidFire: -23

How did CC(Oc1ccc(F)cc1)C(=O)N1CCN(CC(=O)Nc2ccc(F)cc2)CC1 (stereo not drawn) do in these assays?
mcGAS RapidFire: -6

Results for COC(=O)C1C(=O)C(=C(C)N2CCCC2)C(=O)CC1(C)C (stereo not drawn) ?
mcGAS RapidFire: -14

What do the screens show for `CCCCc1ncc(CN2CCC(C(=O)Nc3ccccc3-c3cccc(OC)c3)CC2)[nH]1`?
mcGAS RapidFire: -3

How did CCOc1ccc(-c2nnc(SC(F)F)n2CCC(=O)OCC(=O)/C(C#N)=C(\C)N)cc1 do in these assays?
mcGAS RapidFire: -3

Results for CCN(CC)Cc1cnc2c(C(=O)Nc3ccc4c(c3)OCCO4)cnn2c1 ?
mcGAS RapidFire: -19

Results for O=C(C=Cc1ccc(N2CCCCC2)cc1)c1ccc(S(=O)(=O)N2CCCC2)cc1 ?
mcGAS RapidFire: -7

How did CNC(=O)Cc1nc(CNc2cccc(C(=O)OC)c2)cs1 do in these assays?
mcGAS RapidFire: 3

Results for Cc1oc(-c2cccc(Cl)c2)nc1CN1CCOC(CCO)C1 (stereo not drawn) ?
mcGAS RapidFire: -5

What do the screens show for `O=[N+]([O-])c1ccccc1S(=O)(=O)Nc1ccc(Cl)cc1Cl`?
mcGAS RapidFire: -10

How did O=C1COc2ccc(S(=O)(=O)NC3CC3)cc2N1 do in these assays?
mcGAS RapidFire: -5

Results for Cc1cccc(-n2nc3c(c2NC(=O)CC2CCCCC2)CS(=O)C3)c1C (stereo not drawn) ?
mcGAS RapidFire: -11

How did CCCC(NC(=O)c1ccoc1C)c1ccccc1 (stereo not drawn) do in these assays?
mcGAS RapidFire: -12

What do the screens show for `Clc1ccc2nc(CSc3ccc4ccccc4c3)cn2c1`?
mcGAS RapidFire: 0

What do the screens show for `CCCOc1ccccc1/C=N\Nc1nncn1/N=C\c1ccccc1OCCC`?
mcGAS RapidFire: -19

Results for CC(=O)N1CCC(N2CCC(Sc3ccccc3C)CC2)CC1 ?
mcGAS RapidFire: -14

What do the screens show for `COc1ccc(N2CC(C)Cn3c2nc2c3c(=O)[nH]c(=O)n2C)cc1` (stereo not drawn)?
mcGAS RapidFire: -8

How did Cc1c(CC(=O)NCCN2CCOC2=O)c2c(n1Cc1ccccc1)CCCC2=O do in these assays?
mcGAS RapidFire: 0

What do the screens show for `O=C(CCc1cccs1)N1CCN(CC2CCCO2)CC1` (stereo not drawn)?
mcGAS RapidFire: -1

What do the screens show for `CCCn1c(N)c(C(=S)NC(=O)C2CC2)c(=O)n(C)c1=O`?
mcGAS RapidFire: -3

How did NS(=O)(=O)c1ccc(Sc2ccc3c(c2)CCC3)nc1 do in these assays?
mcGAS RapidFire: -7

What do the screens show for `COc1ccc(CCC(=O)NC2CCCN(C3CCN(C)CC3)C2)cc1` (stereo not drawn)?
mcGAS RapidFire: -5

Results for NC(=O)Cc1csc(-c2ccc(Cl)s2)n1 ?
mcGAS RapidFire: -4

What do the screens show for `CCOCCCNC(=O)CSc1nc2sc(C)c(C)c2c(=O)n1CC`?
mcGAS RapidFire: -12

How did O=C(CSc1nnc(-c2ccc(Cl)cc2)n1Cc1ccco1)NC1CC1 do in these assays?
mcGAS RapidFire: -2

Results for COc1ccc(-c2ccnc(CO)c2)c(OC)c1 ?
mcGAS RapidFire: -32

Results for O=C(Nc1ccc(Cl)cn1)c1ccc(Cn2cc(Br)c([N+](=O)[O-])n2)cc1 ?
mcGAS RapidFire: -20

Results for CCN(CC)C(=O)[C@@H]1C[C@@H](N)CN1S(=O)(=O)c1cc(C)ccc1OC ?
mcGAS RapidFire: -49

What do the screens show for `O=C(Cc1csc(-c2ccccn2)n1)Nc1ccc2c(c1)OCCO2`?
mcGAS RapidFire: -4

What do the screens show for `COC(=O)c1ccc(Cn2c(C)c(C(=O)NCc3ccc(C(F)(F)F)cc3)sc2=O)o1`?
mcGAS RapidFire: -1

How did CC(C)c1nc(CNC(=O)c2ccc(N3CCCC3c3ccccn3)nc2)no1 (stereo not drawn) do in these assays?
mcGAS RapidFire: -15

Results for Cc1nc(SCC(=O)NCC(O)Cc2ccccc2)n[nH]1 (stereo not drawn) ?
mcGAS RapidFire: -30

What do the screens show for `O=C(Cc1cc2c(cc1Br)OCCO2)NCCCN1CCCC1=O`?
mcGAS RapidFire: -3

What do the screens show for `Cc1c[nH]c(CN2CCOC(C(F)(F)F)C2)c(C)c1=O` (stereo not drawn)?
mcGAS RapidFire: 2

How did O=C(NCc1ccc(-n2cncn2)nc1)[C@@H]1CCCN1C(=O)c1ccco1 do in these assays?
mcGAS RapidFire: -4

How did COc1cccc2sc(NC(=O)CCNC(=O)c3ccco3)nc12 do in these assays?
mcGAS RapidFire: 1

How did Cc1cn2c3c(=O)n(CCN4CCOCC4)c(=O)n(C)c3nc2n1-c1ccc(F)cc1 do in these assays?
mcGAS RapidFire: 0

Results for CC(C)CC(=O)Nc1ccnn1C1CCN(C(=O)c2cncc(F)c2)CC1 ?
mcGAS RapidFire: -8

Results for O=C(NCCCn1cccn1)C1CC2CCCCC2N1C(=O)c1cccc(Cl)c1 (stereo not drawn) ?
mcGAS RapidFire: -27

Results for CCc1ccccc1-n1nc(C(C)C)nc1CCn1cnnn1 ?
mcGAS RapidFire: -7

What do the screens show for `CC(=O)N1CCc2c(sc(NC(=O)c3cccs3)c2-c2nc3ccccc3s2)C1`?
mcGAS RapidFire: -2

Results for CCCCCc1nnc(NC(=O)c2cccc(Br)c2)s1 ?
mcGAS RapidFire: -12

How did C=CCCCCCCCCCCCC(O)CC(O)CO (stereo not drawn) do in these assays?
mcGAS RapidFire: -12

Results for CCCc1cn(CC2CCCN(C(=O)NC3CCCCCC3)C2)nn1 (stereo not drawn) ?
mcGAS RapidFire: -17

How did COc1ccc(-c2noc(-c3ccc(Br)o3)n2)cc1OC do in these assays?
mcGAS RapidFire: 1

How did COc1ccc(OC)c(NC(=O)CC23CC4CC(C2)CC(c2ccccc2)(C4)C3)c1 do in these assays?
mcGAS RapidFire: -12

How did Cc1cn(CCNC(=O)CC2COc3ccc(C(=O)N(C)C)cc3N2C)nn1 (stereo not drawn) do in these assays?
mcGAS RapidFire: -1

What do the screens show for `Cc1noc(C)c1CN(C)C(=O)NCCN1c2ccccc2CC1C` (stereo not drawn)?
mcGAS RapidFire: -4

How did O=C(CSc1nc2c(cnn2Cc2cccc(Cl)c2)c(=O)[nH]1)NC1CCCCC1 do in these assays?
mcGAS RapidFire: -1

As a short view, part of the list above:
How did COc1ccc(OC)c(NC(=O)CC23CC4CC(C2)CC(c2ccccc2)(C4)C3)c1 do in these assays?
mcGAS RapidFire: -12

How did Cc1cn(CCNC(=O)CC2COc3ccc(C(=O)N(C)C)cc3N2C)nn1 (stereo not drawn) do in these assays?
mcGAS RapidFire: -1

What do the screens show for `Cc1noc(C)c1CN(C)C(=O)NCCN1c2ccccc2CC1C` (stereo not drawn)?
mcGAS RapidFire: -4

How did O=C(CSc1nc2c(cnn2Cc2cccc(Cl)c2)c(=O)[nH]1)NC1CCCCC1 do in these assays?
mcGAS RapidFire: -1

More structures.
How did COc1ccc(S(=O)(=O)NCC2CCCN(C(=O)CCOc3ccccc3)C2)cc1 (stereo not drawn) do in these assays?
mcGAS RapidFire: -1

What do the screens show for `N#CC1(C(=O)NC2CCCC2)CCCC1`?
mcGAS RapidFire: 0

Results for CC12CN3CC(C)(CN(C1)C3c1ccc3ccccc3c1O)C2=O (stereo not drawn) ?
mcGAS RapidFire: -33

What do the screens show for `CCCCc1ccc(NC(=O)c2cn(C)c3c(=O)n(Cc4ccccc4)c(=O)[nH]c23)cc1`?
mcGAS RapidFire: -17

Results for O=c1cc(Sc2nc3ccccc3[nH]2)c2ccccc2o1 ?
mcGAS RapidFire: -1

What do the screens show for `CO[C@H]1CN(c2nnnn2-c2ccc(Oc3ccccc3)cc2)CC[C@H]1N`?
mcGAS RapidFire: 5

How did COCCOC1CCN(Cc2nc(-c3cccc(Cl)c3)no2)CC1 do in these assays?
mcGAS RapidFire: -13

How did CCCC1CCCN(C(=O)c2cc3ccc(OC)cc3[nH]2)CC1 (stereo not drawn) do in these assays?
mcGAS RapidFire: 3

What do the screens show for `CC(=O)c1ccc(N2C[C@@H]3C4CCC(CC4)[C@@H]3C2)nc1`?
mcGAS RapidFire: -18

What do the screens show for `Cc1c(C(=O)N(C)C2CCCCC2)cnn1-c1ccc(=O)[nH]n1`?
mcGAS RapidFire: 6

What do the screens show for `C=CCOC(=O)C1C(C)=Nc2nc(SCC=C)[nH]c(=O)c2C1c1cccs1` (stereo not drawn)?
mcGAS RapidFire: -8

What do the screens show for `Cc1cc(C)[n+]2c(-c3ccccc3)csc2n1`?
mcGAS RapidFire: -6

What do the screens show for `Cc1nc(SC2CCOC2=O)n(C2CCCCC2)c1C` (stereo not drawn)?
mcGAS RapidFire: 16

What do the screens show for `O=C(O)CC(O)(c1ncc[nH]1)C(F)(F)F` (stereo not drawn)?
mcGAS RapidFire: 0

How did NC(=NOC(=O)c1ccc(Cl)cc1Cl)c1ccccn1 do in these assays?
mcGAS RapidFire: -1

Results for CSc1ccccc1OCc1cc(C(=O)N2CCN3CCCC3C2)no1 (stereo not drawn) ?
mcGAS RapidFire: -1

Results for Cc1cccc(C(=O)N2N=C(CC(C)C)CC2(O)C(F)(F)F)c1 (stereo not drawn) ?
mcGAS RapidFire: -34

What do the screens show for `Cc1nccn1-c1ccc(NC(=O)C2CCCN(CCCc3ccccc3)C2)cc1` (stereo not drawn)?
mcGAS RapidFire: -3

Results for Cc1cnc(CN(CCO)C(C)C)cn1 ?
mcGAS RapidFire: -7

What do the screens show for `CC(Oc1ccccc1-c1ccc(-c2ccn[nH]2)cc1)C(N)=O` (stereo not drawn)?
mcGAS RapidFire: -8

Results for O=C(CCOc1ccccc1)Nc1ccccc1Cl ?
mcGAS RapidFire: -2

What do the screens show for `COc1cccc(SCC(=O)N2CCCc3cccc(OC)c32)c1`?
mcGAS RapidFire: -11

What do the screens show for `Cc1nn(C(C)C(=O)NNC(=S)Nc2ccc(F)cc2)c(C)c1[N+](=O)[O-]` (stereo not drawn)?
mcGAS RapidFire: -5

Bioassay records from PubChem.
